human PMI inhibition: inhibitors of human PMI, primary screen, biochemical, fluorescence intensity, coupled assay (AID 1209) | Mannose-6-phosphate isomerase (Homo sapiens) | purified PMI enzyme, coupled fluorescence intensity; higher % means a stronger effect | inhibition, % at 20 µM; hits with a dose series show IC50 in µM | 190,000 compounds, 0.42% hits;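 further: plate controls were DMSO vehicle for no effect and wells lacking substrate for full effect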
K1F lysis inhibition: inhibition of K1F phage lysis, E. coli UTI89, bacterial capsule biogenesis inhibitors, alamar blue (AID 488966). E. coli UTI89 K1F phage lysis, alamar blue, 2 h; higher % means a stronger effect. inhibition, % at 100 µM; hits with a dose series show IC50 in µM. 340,000 compounds, 0.02% hits;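 active means phage lysis inhibition, versus mean bacterial control, above a set limit; inconclusive means no clear call, values can overlap the other calls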;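 further: capsule biogenesis inhibitors block K1F phage lysis so surviving cells raise fluorescence; higher fluorescence means more inhibition of phage lysis; actives were called in the ten point dose series up to 300 µM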
PMI inhibition: human PMI inhibitors, high substrate, primary screen, biochemical, fluorescence intensity, high mannose 6-phosphate (AID 1220). Mannose-6-phosphate isomerase (Homo sapiens). 190,000 compounds, 0.66% hits. recombinant PMI enzyme, coupled fluorescence intensity; higher % means a stronger effect. inhibition, % at 20 µM, or IC50 in µM where a hit was titrated
Lipid droplet: inhibitors of hepatocyte lipid droplet formation, primary screen, imaging, high-throughput imaging, BODIPY stain | AML12 mouse hepatocytes, oleate lipid droplets | 240,000 compounds, 0.4% hits | inhibition, % at 6.5 µM;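 active means lipid droplet intensity inhibited by at least 50%, with more than 500 cells counted; inconclusive means wells with under 300 cells, treated as cytotoxic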
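Material – mouse AML12 hepatocyte cell line, fixed after treatment · Compound dosing – one dose, 6.5 µM compound · Times – compound with oleate, overnight · Measured by – Image-based BODIPY and DAPI two-channel analysis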
XIAP displacement: XIAP antagonists, biochemical, IAP family, fluorescence polarization (AID 1018); one-dose displacement, % at 20 µM; IC50 in µM for titrated hits; XIAP BIR domain, fluorescence polarization peptide displacement; higher % means a stronger effect; 200,000 compounds, 0.007% hits; in the data active means displacement above about 50%; further: a part of the inactive calls stands beside numbers as strong as those of hits
M1AAP inhibition: P. falciparum M1AAP inhibitors, biochemical, fluorogenic H-Leu-NHMec substrate, 1536-well (AID 1445); 220,000 compounds, 0.42% hits; inhibition, % at 30 µM; hits with a dose series show IC50 in µM; recombinant M1AAP, H-Leu-NHMec fluorogenic kinetic assay; higher % means a stronger effect; Aminopeptidase N (Plasmodium falciparum (isolate 3D7));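 active means primary inhibition above the hit cutoff, then over 50% inhibition at one or more dose response concentrations, cut at about 23% in these data, passing the limit was not always enough; inconclusive means conflicting primary data, or primary hits not chosen for dose response; inactive means low primary inhibition, or under 50% at every dose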;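 further: plate controls were DMSO full reaction for no effect and no enzyme background for full effect; strong numbers were not always called active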
SIAH1 antagonists: Siah-1 peptide-binding antagonists, primary screen, biochemical, fluorescence polarization, rhodamine-plectin, uHTS (AID 1817); E3 ubiquitin-protein ligase SIAH1 (Homo sapiens); Siah-1 / rhodamine-plectin peptide fluorescence polarization; higher % means a stronger effect; one-dose displacement, % at 20 µM; IC50 in µM for titrated hits; 290,000 compounds, 0.02% hits;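 active means displacement of at least 50% at 20 µM, with a fluorescence ratio check between 0.3 and a set limit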;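 further: plate controls were Siah plus tracer with DMSO for no effect and tracer alone without Siah for full effect; strong numbers were not always called active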
M17LAP inhibition: P. falciparum M17LAP inhibitors, primary screen, biochemical, fluorogenic H-Leu-NHMec substrate, 1536-well (AID 1619). Leucine aminopeptidase (Plasmodium falciparum (isolate 3D7)). recombinant M17LAP, H-Leu-NHMec fluorogenic kinetic assay; higher % means a stronger effect. one-dose inhibition, % at 30 µM; IC50 in µM for titrated hits. 220,000 compounds, 0.38% hits;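 active means compound inhibiting the enzyme by more than half at any dose during confirmatory dose-response retesting; inconclusive means strong single-dose inhibitors picked by rank but not retested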;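 further: plate controls were full reaction with DMSO carrier for no effect and no enzyme background for full effect; strong numbers were not always called active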
TNAP activators: human TNAP enzyme activators, primary screen, biochemical, luminescent, no phosphate acceptor, uHTS (AID 1001); purified TNAP, luminescent activation assay, no phosphate acceptor; higher activation fold means a stronger effect; Alkaline phosphatase, tissue-nonspecific isozyme (Homo sapiens); 200,000 compounds, 0.03% hits; activation fold at 20 µM, or EC50 in µM where a hit was titrated; in the data active means activation fold from about 3, or a potency from the dose series; inactive means the rest, 99 in 100 with activation fold below about 1.6; further: many of its hits are not listed in these tables
Lipid droplet cells 6.5 µM: recorded beside Lipid droplet, whose call it bears; cell count; measured here: cell count, cytotoxicity flag;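 cells counted across two imaged fields per well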
* = called active by the depositor; ? = inconclusive; . = no result given; [ ] = another dose, or the depositor's remark. Unless noted, no stated cut-off is given here; in the data, active means inhibition above about 50%; inactive means the rest.

SMILES	human PMI inhibition	K1F lysis inhibition	PMI inhibition	Lipid droplet	Lipid droplet cells 6.5 µM	XIAP displacement	M1AAP inhibition	SIAH1 antagonists	M17LAP inhibition	TNAP activators
O=C(Nc1ccc2nccnc2c1)c1ccco1	2%	-0.1%	14%	3	743	-1.9%	8%	1%	-18%	1
CN(CCC1CCCCO1)C(=O)CCc1nnc(CCCCc2ccccc2)o1 (stereo not given)	.	1.2%	.	-23	634	3.9%	-1%	3%	0%	1.1
Cc1c(C)c(C)c(CN2CCCC2)c(C)c1C	.	-0.4%	.	-13	716	.	8%	0%	-7%	.
CC(C)CNC(=S)NNC(=O)c1ccccc1OC(F)F	-7%	12%	-3%	9	758	-0.7%	-12%	-4%	5%	1
CCNc1nc(NC(C)C)nc(N2CC(=O)N(CC(=O)OCC)C2=N)n1	2%	2.0%[50 µM]	-2%	.	.	4.5%	-2%	6%	-6%	1.1
CCc1c(O)nc(SCC(=O)Nc2ccc(OC)cc2)n(C2CCCCC2)c1=O	21%	0.0%	19%	6	729	-5.5%	-2%	4%	55%	1.2
O=C(CCCOc1ccccc1)Nc1nccs1	-2%	0.6%	12%	.	.	-8.2%	4%	-3%	-2%	1.1
CCNC(=O)CN1C(=O)NC2(CCCc3cc(OC)ccc32)C1=O (stereo not given)	3%	0.7%	2%	-3	755	-3.6%	-5%	-4%	-4%	1
COc1ccc(C(c2nnnn2Cc2cccs2)N2CCN(c3ccccc3F)CC2)cc1OC (stereo not given)	-18%	-0.4%	-27%	.	.	-7.7%	5%	0%	-2%	0.9
Cc1ccc2nc(-c3ccc(NC(=S)NC(=O)CC(C)C)cc3)sc2c1	3%	0.9%	-5%	5	738	-9.3%	3%	-3%	-14%	1.1
CC(=O)c1cnc(SCC(=O)O)nc1C	-23%	1.5%	-14%	0	685	-6.3%	3%	0%	-6%	1.1
COc1cccc(C(c2nnnn2CC2CCCO2)N2CCN(C(=O)c3ccco3)CC2)c1OC (stereo not given)	-33%	3.8%	-27%	-13	661	-1.8%	2%	3%	-4%	1.1
Cn1nnnc1SCC(=O)Nc1ccc(Oc2ccc(Cl)cc2)cc1	14%	4.8%	17%	6	792	0.4%	2%	-1%	-2%	1.1
CSc1ccccc1NC(=O)CN1CCN(Cc2ccccc2)CC1	-4%	0.6%	-2%	15	697	-3.0%	-3%	9%	-4%	1.1
Cn1c(=O)c2c(nc(SCCCC#N)n2Cc2c(F)cccc2Cl)n(C)c1=O	4%	-2.6%	4%	-34	692	-2.2%	-5%	3%	-3%	1.2
Cc1ccc(C(=O)CN2/C(=C(\O)c3ccccc3)C(=O)c3ccccc3S2(=O)=O)c(C)c1	13%	0.2%	4%	.	.	-5.7%	11%	-3%	6%	1.1
OCCN(Cc1ccccc1)Cc1ccc(C(F)(F)F)cc1	8%	-0.4%	-2%	5	763	-2.2%	0%	3%	17%	1.2
O=C(CN1C(=O)c2ccc([N+](=O)[O-])cc2C1=O)Nc1nccs1	0%	-0.2%	5%	0	694	-4.7%	-2%	4%	0%	1.1
CCc1ccc(Nc2nnc(SCC(=O)NC(=O)c3cccn3C)s2)cc1	-9%	-1.5%	1%	11	612	-1.1%	4%	2%	6%	1
CCOC(=O)c1cnc2ccc(Br)cc2c1NCC(C)O (stereo not given)	7%	0.4%	45%	.	.	-1.2%	.	9%	.	1.1

A draw from above in order of length of the SMILES, ascending.
SMILES	human PMI inhibition	K1F lysis inhibition	PMI inhibition	Lipid droplet	Lipid droplet cells 6.5 µM	XIAP displacement	M1AAP inhibition	SIAH1 antagonists	M17LAP inhibition	TNAP activators
CC(=O)c1cnc(SCC(=O)O)nc1C	-23%	1.5%	-14%	0	685	-6.3%	3%	0%	-6%	1.1
Cn1nnnc1SCC(=O)Nc1ccc(Oc2ccc(Cl)cc2)cc1	14%	4.8%	17%	6	792	0.4%	2%	-1%	-2%	1.1
O=C(CN1C(=O)c2ccc([N+](=O)[O-])cc2C1=O)Nc1nccs1	0%	-0.2%	5%	0	694	-4.7%	-2%	4%	0%	1.1
Cn1c(=O)c2c(nc(SCCCC#N)n2Cc2c(F)cccc2Cl)n(C)c1=O	4%	-2.6%	4%	-34	692	-2.2%	-5%	3%	-3%	1.2
COc1cccc(C(c2nnnn2CC2CCCO2)N2CCN(C(=O)c3ccco3)CC2)c1OC (stereo not given)	-33%	3.8%	-27%	-13	661	-1.8%	2%	3%	-4%	1.1
Cc1ccc(C(=O)CN2/C(=C(\O)c3ccccc3)C(=O)c3ccccc3S2(=O)=O)c(C)c1	13%	0.2%	4%	.	.	-5.7%	11%	-3%	6%	1.1

Additional compounds follow.
SMILES	human PMI inhibition	K1F lysis inhibition	PMI inhibition	Lipid droplet	Lipid droplet cells 6.5 µM	XIAP displacement	M1AAP inhibition	SIAH1 antagonists	M17LAP inhibition	TNAP activators
CC1CCCN1CC#CC(O)(c1ccccc1)c1ccccc1 (stereo not given)	.	.	.	-10	681	.	6%	10%	0%	.
O=c1c2ccccc2nc(SCc2nnc(-c3ccccc3Br)o2)n1Cc1ccco1	-5%	-2.4%	-7%	.	.	0.9%	-11%	1%	12%	1.2
CCN=c1scc(-c2ccco2)n1/N=C/c1ccc(OC)c(O)c1	0%	1.9%	-17%	-5	753	-4.4%	11%	1%	14%	1
Cc1ccc(-c2nc3ccccn3c2Nc2ccccc2)o1	14%	-4.4%	0%	-1	729	-2.8%	?	3%	-97%	1.1
Cc1ccc(N(Cc2cc3ccccc3[nH]c2=O)C(=O)c2cccs2)cc1C	.	0.6%	.	5	730	.	1%	9%	-1%	.
COC/C=C/C1=CC2=CC(=O)C(C)(OC(=O)C3CCCC3)C(=O)C2=CO1 (stereo not given)	.	3.0%	.	.	.	.	12%	15%	14%	.
Cc1cccc(NC(=O)CSc2nnc(-c3ccc(S(=O)(=O)N4CCCC4)cc3)o2)c1	-25%	-1.6%	-5%	.	.	-2.9%	19%	2%	11%	1.1
CC(=O)c1c(C)[nH]c(C(=O)COc2ccc(C#N)cc2)c1C	8%	-0.1%	10%	.	.	-8.4%	6%	-7%	2%	1
COc1ccc(CCn2ccc(O)c(Cc3c(F)cccc3Cl)c2=O)cc1OC	-8%	-0.1%	-12%	38	622	-9.6%	21%	0%	-2%	1
CCOC(=O)CSc1nnc(-c2ccccc2)c(=O)[nH]1	0%	0.3%	-13%	-8	696	-5.4%	-2%	3%	2%	1
Cc1ccc(C(=O)Nc2ccc(OCc3ccccc3)cc2)cc1[N+](=O)[O-]	11%	-1.6%	14%	.	.	-8.2%	-1%	5%	-13%	1.1
Cn1c(=O)[nH]c(=O)c2c1nc1n2CCCN1CCc1ccccc1	-8%	0.2%	-8%	.	.	-8.7%	20%	-3%	-5%	1.1
COC(=O)c1cnn2c(C(F)(F)F)cc(-c3ccc(F)cc3)nc12	-1%	0.2%	-7%	.	.	-6.8%	4%	-1%	0%	1.1
CCOC(=O)C1(CCc2ccccc2)CCN(Cc2c(O)cccc2OC)CC1	2%	-0.3%	-3%	-66	580	2.0%	8%	11%	-2%	1
O=C(CCN1C(=O)c2ccc([N+](=O)[O-])cc2C1=O)Nc1ccc(O)cc1C(=O)O	-32%	0.4%	-23%	-14	635	-6.8%	3%	-1%	39%	1.1
O=[N+]([O-])c1ccc(-c2ccn[nH]2)o1	-40%	0.4%	-14%	-3	639	2.9%	19%	5%	35%	1
CCOC(=O)c1c(O)c2c(n(Cc3ccco3)c1=O)CCCC2	0%	-0.2%	2%	.	.	-2.0%	8%	12%	5%	1.1
CCN(CCNC(=O)c1ccc(CSc2nc3ccncc3[nH]2)cc1)c1ccccc1	-4%	-0.5%	1%	-9	717	-7.8%	3%	-3%	6%	1.1
O=C(Nc1ccc(F)cc1F)c1c(C(F)(F)F)ccnc1Oc1ccc(Cl)cc1	.	0.4%	.	-2	719	.	7%	4%	3%	.
CCOC(=O)c1ccc(NC2=CC(=O)C(=O)c3ccccc32)cc1	21%	-0.4%	57%*	.	.	-2.6%	4%	2%	-8%	0.9
C/C(=N\NC(=S)NCc1ccccc1)c1ccc(C)o1	12%	-0.1%	17%	39	646	-4.0%	4%	5%	8%	1.6
COc1ccc(-n2nnc3c(=O)n(CC(=O)N4CCCC4)cnc32)cc1	1%	5.7%	7%	.	.	-2.6%	0%	-1%	9%	1.1
O=C(O)c1cc(NCc2ccccc2C(F)(F)F)ccc1N1CCOCC1	-4%	0.8%	7%	.	.	-1.2%	17%	0%	11%	1.1
CCOc1ccc(OCC)c(S(=O)(=O)NCc2ccccn2)c1	6%	5.0%	-1%	.	.	-5.6%	-3%	-3%	3%	1
COc1cccc(CNC(=O)C2CCN(S(=O)(=O)c3cccs3)CC2)c1	8%	6.1%	4%	1	787	-24%	10%	-3%	-5%	1
COc1ccc(/C=C/C(=O)Nc2cccnc2)cc1OC	1%	0.0%	3%	-2	658	-3.4%	15%	8%	8%	1.1
CC(NC(=O)C1CCC(CNc2c(N3CCCCC3)c(=O)c2=O)CC1)c1ccccc1 (stereo not given)	.	0.1%	.	-1	700	.	0%	2%	-8%	.
Cc1cc(NC(=O)c2c(F)cccc2F)n(-c2nc3ccccc3[nH]2)n1	4%	1.1%	3%	.	.	-1.9%	-25%	-9%	11%	1.1
COc1ccc(OCCSc2nc(C)nc3ccccc23)cc1	8%	-0.4%	8%	-2	705	-4.1%	-2%	5%	-8%	1.1
COc1ccc(-n2ncc3c(NCc4ccco4)ncnc32)cc1	2%	0.0%	0%	.	.	-3.9%	-5%	2%	-7%	1.2
N#CCSc1nc2ccc(N3CCCCC3)cc2c(=O)n1Cc1ccccc1	-20%	0.5%	-25%	.	.	-2.7%	6%	0%	8%	1
O=C(N/N=C/c1cccc(O)c1)c1ccc(COc2ccccc2Br)cc1	6%	>150µM*	7%	3	568	-3.6%	9%	-5%	-1%	1.1
Cc1ccc(S(=O)(=O)N2CCCC2C(=O)NCCc2nc3ccccc3[nH]2)cc1 (stereo not given)	-11%	0.5%	-3%	13	718	-5.0%	2%	1%	-9%	1.1
O=C(c1ccc(S(=O)(=O)N2CCOCC2)cc1)N1CCN(S(=O)(=O)c2ccc(Cl)s2)CC1	.	-0.4%	.	1	697	.	9%	12%	-11%	.

Screens from PubChem.
